High-throughput results deposited in PubChem BioAssay by Sanford-Burnham Center for Chemical Genomics.
EBI2 antag: antagonists of human EBI2 receptor; P32249; EBI2 beta-arrestin recruitment, luminescence, 7a,25-OHC stimulated; inhibition, % at 5 µM; actives 0.81% (n = 360,000); AID 651636; in the data active means inhibition above about 38%;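 further: enzyme fragment complementation signal reports receptor beta-arrestin coupling in cells; 0% = agonist plus DMSO wells and 100% = wells without agonist; some results beyond the cut were filed as inactive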
Gli-Sufu block: blocks Gli-Sufu signaling in a luciferase reporter; Sufu-KO-LIGHT fibroblasts, Gli luciferase reporter luminescence; inhibition, % at 5 µM; actives 0.74% (n = 340,000);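 active means inhibition above about 55%, limit read from the data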;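 further: 0% = DMSO-treated cells and 100% = wells with medium but no cells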
APOBEC3G inh: inhibitors of human APOBEC3G DNA deaminase; recombinant A3G, ssDNA deamination FAM/TAMRA fluorescence; inhibition, % at 20 µM; actives 0.28% (n = 330,000); AID 493012;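 active means inhibition of at least 40% at 20 µM, with no more than 30% in the related APOBEC3A deaminase screen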;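 further: plate controls were DMSO wells with A3G for no effect and wells lacking A3G enzyme for full effect; some compounds called inactive have numbers as strong as hits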
Target sequence (Q9HC16 whole entry, looked up): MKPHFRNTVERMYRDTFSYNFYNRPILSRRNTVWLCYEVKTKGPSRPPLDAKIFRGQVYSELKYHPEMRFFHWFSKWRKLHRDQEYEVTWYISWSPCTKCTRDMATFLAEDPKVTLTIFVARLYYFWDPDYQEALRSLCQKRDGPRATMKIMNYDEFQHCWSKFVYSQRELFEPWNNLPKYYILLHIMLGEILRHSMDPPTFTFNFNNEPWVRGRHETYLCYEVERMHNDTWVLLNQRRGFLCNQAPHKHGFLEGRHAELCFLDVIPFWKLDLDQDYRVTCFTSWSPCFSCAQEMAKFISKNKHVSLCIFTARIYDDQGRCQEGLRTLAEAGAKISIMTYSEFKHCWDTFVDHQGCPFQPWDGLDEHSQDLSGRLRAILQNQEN
A3A deaminase: inhibitors of human APOBEC3A DNA deaminase | P31941 | recombinant A3A, FAM/TAMRA ssDNA deamination fluorescence | inhibition, % at 20 µM | actives 0.41% (n = 330,000) | AID 493011;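 active means at least 40% inhibition at 20 µM here, with at most 30% in a related deaminase screen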;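 further: plate controls were A3A with DMSO for no effect and wells lacking A3A enzyme for full effect; some results filed as inactive read as strong as hits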
Target sequence (P31941 whole entry, looked up): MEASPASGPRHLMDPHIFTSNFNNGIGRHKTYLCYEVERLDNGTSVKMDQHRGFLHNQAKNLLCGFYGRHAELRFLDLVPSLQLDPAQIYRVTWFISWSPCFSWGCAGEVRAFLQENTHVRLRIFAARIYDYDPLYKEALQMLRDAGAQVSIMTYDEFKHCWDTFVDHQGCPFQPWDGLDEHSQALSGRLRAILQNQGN
CCR6 antagonist: blocks CCL20-driven beta-arrestin recruitment at human CCR6. inhibition, % at 20 µM. P51684. actives 0.49% (n = 340,000). CHO-K1 CCR6 PathHunter beta-arrestin, luminescence, CCL20-stimulated;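 active means compounds whose inhibition of the agonist-driven luminescence signal at 20 µM reaches about 50%, limit read from the data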;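 further: cells stimulated with CCL20 at 14 nM final; plate controls were DMSO with CCL20 for no effect and DMSO without agonist for full effect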
Target sequence (P51684 whole entry, looked up): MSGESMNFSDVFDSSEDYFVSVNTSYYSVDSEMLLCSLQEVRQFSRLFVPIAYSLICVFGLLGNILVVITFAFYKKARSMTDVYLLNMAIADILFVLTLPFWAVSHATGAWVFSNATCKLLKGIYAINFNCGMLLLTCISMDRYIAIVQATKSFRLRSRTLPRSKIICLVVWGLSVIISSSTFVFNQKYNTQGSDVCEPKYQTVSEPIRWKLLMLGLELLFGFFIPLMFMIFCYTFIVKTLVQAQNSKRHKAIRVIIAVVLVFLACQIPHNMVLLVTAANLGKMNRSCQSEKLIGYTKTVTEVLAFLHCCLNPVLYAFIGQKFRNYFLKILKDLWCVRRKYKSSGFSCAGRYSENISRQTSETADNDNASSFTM
NR3A LBD binder: modulators (binders) of human NR3A ligand-binding domain | AID 1259313 | actives 2.5% (n = 340,000) | NR3A LBD differential scanning fluorimetry, Tm shift; 0% = protein alone, 100% = glycine-bound protein | Tm shift relative to glycine control, % at 25 µM;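 active means melting temperature shift of at least 10% of the positive control shift, at one fixed dose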
CXCR6 inh: inhibitors of human CXCR6 receptor | inhibition, % at 20 µM | actives 0.36% (n = 360,000) | CHO-K1 PathHunter CXCR6 beta-arrestin, luminescence; in the data active means inhibition above about 34%, passing the limit was not always enough;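 further: antagonist mode with CXCL16 agonist at 10 nM final; 0% = 10 nM CXCL16 with DMSO and 100% = unstimulated wells without agonist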
MPTP inh: permeability transition pore inhibition. isolated mouse mitochondria, Ca2+ swelling absorbance, 30 min. AID 602449. actives 1.4% (n = 360,000). inhibition, % at 10 µM;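 active means inhibition of 50% or more, scaled per plate between neutral and stimulator controls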;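 further: 0% = DMSO wells given calcium and 100% = 1 mM EGTA wells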
Starred values were filed as active, the others as inactive; nt = no result given.

SMILES | EBI2 antag | Gli-Sufu block | APOBEC3G inh | A3A deaminase | CCR6 antagonist | NR3A LBD binder | CXCR6 inh | MPTP inh
CC(C)C[C@@H](CNCC(=O)[C@H](C)NC(=O)c1[nH]cnc1C(=O)N[C@@H](C)CN)NC(=O)c1nc[nH]c1C(=O)N[C@@H](CO)C(=O)O | 0.2 | 3.2 | nt | nt | 4.5 | 2.4 | 6.2 | 0.2
CCOC(=O)C1=C(C)NC(SCc2cc(=O)[nH][nH]2)=C(C#N)C1c1cccs1 (centres undefined) | -4.8 | -3.5 | -7.6 | -3.5 | 5.2 | -4.1 | -1.0 | 2.2
O=C(CN(Cc1ccccc1)S(=O)(=O)c1ccc(F)cc1)NCc1ccccn1 | 4.1 | -12.2 | -3.3 | -1.0 | 7.9 | 0.9 | -2.3 | -1.2
CC(C(=O)Nc1ccccc1)C(=O)Nc1ccccc1 | 5.6 | 21.9 | 11.7 | -5.9 | 5.0 | -2.5 | -5.2 | 0.2
Cc1cc(C)nc(NC(=NCCc2c[nH]c3ccccc23)NC(=O)Nc2ccc(Cl)c(Cl)c2)n1 | 10.9 | 20.5 | 1.2 | 1.0 | -8.3 | 27.4* | 5.7 | 1.6
COc1cc2c(cc1NC(=O)c1cccc(S(=O)(=O)N(C)C)c1)oc1ccccc12 | 15.5 | -24.1 | -3.3 | 1.3 | 8.3 | 13.9* | 6.5 | 0.2
CC(=O)Nc1ccc(C(=O)OCC(=O)N(Cc2ccccc2)C(C)(C)C)cc1 | 1.5 | 3.2 | -1.5 | 0.1 | 0.6 | -0.3 | 0.8 | 3.8
COc1ccc(C2=NOC(Cn3nc(C(=O)NCc4ccccc4OC)cc3-c3ccccc3)C2)cc1 (centres undefined) | -3.0 | 3.7 | -4.2 | -1.9 | 12.7 | -4.7 | 7.0 | 1.2
O=C(Nc1ccccc1F)Oc1cccc(OC(=O)Nc2ccccc2F)c1 | -5.3 | 4.1 | -3.2 | -0.1 | -6.1 | -6.6 | -8.1 | 0.2
CS(=O)(=O)N1CCCC(C(=O)NCCCN2CCOCC2)C1 (centres undefined) | -5.9 | 4.1 | 6.2 | -0.9 | 7.6 | -0.6 | -5.0 | -1.8
COc1ccc(CCN=c2c([N+](=O)[O-])nn(-c3cccc(C)c3)n2O)cc1OC | -12.6 | 15.2 | -3.5 | -0.2 | -8.7 | -2.6 | -4.0 | 3.5
Cc1ccccc1CCNC(=O)C1CCN(S(=O)(=O)c2ccc(-n3cnnn3)cc2)CC1 | -13.6 | 18.1 | nt | nt | 0.9 | -0.5 | -15.8 | 0.6
CCOC(=O)N1CCN(c2ccc(C(=O)c3cccc(F)c3)cc2)CC1 | 8.1 | -12.9 | -0.6 | 44.9* | 4.7 | -1.6 | -0.6 | 1.6
O=C(NCc1cccnc1)c1cccc(S(=O)(=O)Nc2ccc(F)cc2)c1 | -3.4 | 12.3 | -9.3 | -1.3 | -3.2 | 1.2 | -2.2 | -1.1
NC(=O)CC(NC(=O)c1ccccc1)c1ccc(NCCN2CCOCC2)c([N+](=O)[O-])c1 (centres undefined) | -5.1 | -1.5 | -3.6 | -0.4 | 9.5 | -0.9 | -5.0 | 1.1
COc1cc(OC)cc(C(=O)NCc2cccnc2)c1 | -14.2 | 0.5 | -4.7 | -1.3 | -13.3 | -1.3 | -14.8 | -3.0
COC(C/C=C\[C@@H](O)[C@H](C)OCc1ccccc1)OC | -28.4 | -9.3 | -4.4 | 0.5 | 1.1 | -0.6 | -0.3 | -0.4
CCOc1ccc(OCC)c(NC(=O)CSc2nc3c(c(=O)n(C)c(=O)n3C)n2CC)c1 | 6.3 | -16.9 | -3.3 | 0.9 | 11.9 | 0.3 | -4.8 | 0.4
O=C(COC(=O)CNC(=O)c1ccco1)Nc1ccc(F)cc1 | 2.5 | -2.6 | -2.8 | 5.4 | 7.8 | 0.8 | -1.5 | -1.2
COc1ccc(-c2cc(=O)c3c(OC)c(OC)c(OC)c(OC)c3o2)cc1OC | -9.7 | 3.1 | -2.4 | 0.2 | -4.5 | -1.9 | -8.1 | 1.1
N#C/C(=C\c1ccc[nH]1)C(=O)Nc1ccccc1F | 4.6 | -34.6 | -3.3 | -2.3 | 13.4 | 4.3 | 2.9 | 0.4
CCNC(=O)COC(=O)c1ccc(-c2nc3ccccc3s2)s1 | 12.3 | -53.4 | -3.8 | 1.0 | 4.5 | -4.6 | -3.2 | -0.2
O=C(CN(Cc1ccc(F)cc1)C(=O)CNS(=O)(=O)c1ccccc1)NCc1ccco1 | 6.5 | -17.7 | -4.3 | 2.0 | 8.4 | -0.2 | 3.1 | -1.1
S=C(NCC(c1cccnc1)N1CCOCC1)NC1CCCCC1 (centres undefined) | -5.7 | 0.4 | -5.2 | -3.7 | 16.1 | 0.1 | -2.4 | 1.4
O=c1c(-c2ccccc2Cl)c[nH]n1-c1ccccc1 | -14.3 | 3.2 | -1.6 | -4.2 | 1.5 | -2.0 | 0.8 | 1.1
Other records follow.
SMILES | EBI2 antag | Gli-Sufu block | APOBEC3G inh | A3A deaminase | CCR6 antagonist | NR3A LBD binder | CXCR6 inh | MPTP inh
O=C1/C(=C/c2ccc(N3CCCC3)cc2)NC(=S)N1C1CC1 | 11.7 | -19.2 | -47.9 | -19.9 | 33.7 | -9.1 | 12.8 | 5.5
CNS(=O)(=O)c1cc(-c2nnc(N3CCOCC3)c3ccccc23)ccc1C | -4.3 | 1.0 | -2.2 | -6.6 | 9.0 | 0.9 | -2.6 | 2.7
COC(=O)c1c(C(=O)OC)c(-c2ccc(F)cc2)n2c1CS(=O)C2 (centres undefined) | -5.5 | -2.6 | -8.0 | -2.3 | 7.3 | 1.8 | -2.1 | 0.7
Cc1nc2sc(C(c3ccco3)N3CCC(C)CC3)c(O)n2n1 (centres undefined) | 2.4 | -7.0 | -0.3 | -1.2 | -6.2 | -1.2 | -3.3 | -1.3
O=C1CCCc2sc3c(c2N1)CCCCC3 | 3.0 | 0.4 | -7.8 | -3.8 | -8.0 | -1.0 | 1.8 | 3.2
CN(C)S(=O)(=O)c1ccc(C(=O)OCC(=O)c2ccc(OC(F)F)cc2OC(F)F)cc1 | 6.8 | 2.6 | -7.5 | -0.2 | 8.2 | -2.5 | -0.9 | -0.5
C=CCCN(C(CC(C)C)C(=O)OC)S(=O)(=O)c1cc(Br)ccc1Br (centres undefined) | 13.9 | 50.9 | -8.4 | 0.8 | 20.7 | 2.2 | 8.5 | 2.0
COc1ccc(-c2ccc(CCC(=O)O)n2Cc2ccco2)cc1 | 2.3 | 5.2 | -4.3 | 0.5 | -13.2 | -0.6 | 2.2 | 2.2
CCOC(=O)Cn1cnc2c(nnn2-c2cccc(OC)c2)c1=O | 3.2 | -11.5 | -6.0 | 2.4 | -4.5 | 1.8 | 2.7 | -0.1
CC1(C)NC(=O)N(CCCSc2ccc(Cl)cc2)C1=O | -7.2 | -2.5 | -2.8 | 1.5 | 0.1 | 2.7 | -3.6 | 0.9
CCn1c(=O)cc(N2CCN(C(=O)c3ccco3)CC2)[nH]c1=O | 6.6 | -7.2 | -4.3 | -2.4 | 7.7 | -1.3 | -3.3 | 1.3
CCCCOc1ccc(C(=O)CCN2CCCCC2)cc1 | 0.0 | 9.8 | -7.3 | -1.8 | 8.3 | -2.4 | 8.1 | -0.8
COc1ccccc1NC(=O)C(C)Sc1nc2ccccc2c(=O)n1CC1CCCO1 (centres undefined) | 3.6 | 0.2 | -1.5 | 2.8 | 15.3 | 2.4 | 1.0 | -1.6
O=C(O)COc1ccc(/C=N/NC(=O)Cc2ccc(Cl)cc2)cc1 | 1.7 | -1.3 | -4.2 | 0.5 | 9.2 | 3.8 | -10.0 | 1.9
CCOCCCNC(=O)COC(=O)/C=C/c1ccc(S(=O)(=O)N2CCc3ccccc32)cc1 | 6.0 | -4.0 | -4.3 | -1.0 | -7.5 | 3.3 | -6.7 | 0.2
CCC(=O)c1c[nH]c(C(=O)NCC2CCCO2)c1 (centres undefined) | -9.7 | -2.9 | -11.0 | -4.6 | -15.2 | -3.8 | -6.8 | -3.1
COc1ccccc1NC(=O)NNC(=O)c1ccc2ccccc2c1 | -18.7 | 10.4 | -3.6 | -0.2 | 0.0 | -0.3 | 1.4 | -2.2
CCC(O)c1cc2c(cc1NC(=O)c1cccs1)OCCO2 (centres undefined) | 5.3 | -0.7 | 12.0 | 2.3 | 0.1 | -0.8 | 0.5 | -1.3
COc1ccc(C2=NS(=O)(=O)N(C)C(C(=O)Nc3ccc(C)cc3)=C2)cc1 | -2.5 | -1.1 | 2.2 | -1.7 | 12.4 | -2.5 | 2.5 | 4.0
COc1cc(OC)cc(C(=O)NCC(=O)OC2CCCCC2=O)c1 (centres undefined) | -7.3 | -4.0 | -9.0 | -1.5 | -0.9 | 1.1 | 2.2 | -0.8
CCn1c(SCc2ccc(F)cc2)nc2c(c1=O)SCC2 | -27.2 | 4.3 | -5.1 | -3.8 | 13.4 | -0.2 | 4.1 | 2.9
CCn1nc(CC(C)C)cc1C(=O)N1CCCC(Nc2ccc(OC)cc2)C1 (centres undefined) | -6.3 | -9.6 | -5.1 | -5.8 | 7.3 | -4.7 | 4.2 | 0.0
Cc1cc(C)n(CC(=O)n2c3ccccc3c3ccccc32)n1 | 2.0 | -6.8 | -1.5 | -1.3 | 3.0 | 2.1 | -3.3 | 3.8
O=C(NCC(c1cccs1)N1CCOCC1)c1cnc(Cl)c(Cl)c1 (centres undefined) | -5.2 | -6.1 | -6.5 | -2.4 | 0.5 | -0.8 | 0.8 | -0.1
CCOCCCNC(=O)CN1C(=O)CSc2ccccc21 | 7.4 | -5.7 | -11.0 | -1.2 | -9.6 | 1.8 | 3.4 | -0.9

Reformatted with two lines to a compound: entries from further up.
Fields – EBI2 antag, Gli-Sufu block, APOBEC3G inh, A3A deaminase, CCR6 antagonist, NR3A LBD binder, CXCR6 inh, MPTP inh
CCOC(=O)Cn1cnc2c(nnn2-c2cccc(OC)c2)c1=O
    3.2, -11.5, -6.0, 2.4, -4.5, 1.8, 2.7, -0.1
CC1(C)NC(=O)N(CCCSc2ccc(Cl)cc2)C1=O
    -7.2, -2.5, -2.8, 1.5, 0.1, 2.7, -3.6, 0.9
CCn1c(=O)cc(N2CCN(C(=O)c3ccco3)CC2)[nH]c1=O
    6.6, -7.2, -4.3, -2.4, 7.7, -1.3, -3.3, 1.3

(listing goes on)
SMILES | EBI2 antag | Gli-Sufu block | APOBEC3G inh | A3A deaminase | CCR6 antagonist | NR3A LBD binder | CXCR6 inh | MPTP inh
CCc1ccc2[nH]c3nc(N/N=C/c4ccc(O)cc4O)nnc3c2c1 | 5.2 | 7.3 | -5.9 | -1.6 | 10.0 | 19.2* | -23.2 | 8.8
CNC(=O)c1cc(C(=O)c2ccc(Cl)cc2)c[nH]1 | -27.5 | -3.4 | -0.8 | 5.4 | 9.1 | 1.2 | -15.8 | 0.7
CCNC(=S)NNC(=O)c1cc(-c2cc(C)ccc2C)nc2ccccc12 | 8.3 | -0.3 | 0.0 | 15.3 | 19.7 | -6.0 | 13.8 | 1.4
CN(C(=O)COC(=O)c1ccc2c(=O)n3c(nc2c1)CCC3)C1CCS(=O)(=O)C1 (centres undefined) | 9.0 | 15.1 | -0.7 | 3.7 | -2.1 | -1.2 | 4.4 | 3.4
CCc1ccc(C2CC(c3ccco3)=NN2S(C)(=O)=O)cc1 (centres undefined) | -6.2 | 4.0 | -1.9 | -1.2 | -7.7 | -1.8 | -3.0 | -1.5
O=C(O)c1ccc(CNCc2cc(Cl)ccc2O)cc1 | -11.7 | 3.5 | -7.5 | -7.5 | 3.3 | -0.5 | 4.2 | -2.1
O=C(CCn1cnnn1)Nc1ccccc1 | -2.2 | 0.0 | -12.2 | 0.4 | 6.5 | -0.3 | -6.0 | -0.4
CCOC(=O)CC1C(=O)NCCN1C(=O)c1ccc(Cl)cc1 (centres undefined) | 1.9 | 4.9 | -7.4 | -2.6 | 2.4 | 1.2 | -4.0 | -2.3
CN1CCN(/N=C/c2nc(-c3ccccc3)n3ccccc23)CC1 | -3.5 | 53.4 | -5.8 | -1.1 | -3.0 | -1.9 | -2.5 | -0.4
